# KCNH2 3.1 inh: blocks the human KCNH2 3.1 channel isoform | U2OS KCNH2 3.1, thallium flux FluxOr; stronger effect = lower value | activity change, % (tested at about 1.8 µM) | 340,000 tested, 0.95% active | AID 720553;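 active = maximum activity change below -70%; inconclusive = maximum activity change from -70% to -50%; inactive = maximum activity change above -50%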;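 note: thallium influx rate constant from kinetic fluorescence after stimulation buffer; % is set by controls: 0 for no effect and ±100 for the full control effect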
#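 Measured as rate of thallium-driven FluxOr signal in transduced U2OS cells carrying the 3.1 channel, read kinetically for 2 min upon stimulation; values are rate constants scaled to DMSO control wells.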
# A-T KAP1 phos: potential ataxia-telangiectasia treatment | […] A-T fibroblasts, KAP-1 phosphorylation AlphaLISA; neocarzinostatin DNA damage 30 min before lysis | 320,000 tested, 0.19% active | Potency, µM (series often up to 57.5 µM), without a hit: at the highest dose activation, hits mostly activators; note: potency is the fitted concentration of half-maximal effect; % of control where 0% means no effect; nearly all actives have a fitted effect of over 45% in size
#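 hTERT-immortalized A-T patient fibroblasts ([…]), 500 cells/well in OPTI-MEM, 1% FBS, got compounds for 60 min, then NCS for 30 min at 37C. Lysates were then assayed for phospho-KAP-1 by AlphaLISA (anti-pKAP1 donor, anti-KAP1 acceptor beads), 6 hr at 25C.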
# ELG1 DNA repair: blocks ELG1-dependent DNA repair in HEK293T cells | HEK293T ELG1-luciferase reporter, luminescence, 16 h; DNA damage induced by 5-fluorouridine | Potency, µM (titrated, usually from 46.1 µM), without a hit: at the highest dose activity change, negative = inhibition, actives largely listed as inhibitors | 330,000 tested, 2.3% active; note: potency is the fitted concentration of half-maximal effect; % is set by controls: 0 for no effect and ±100 for the full control effect; nearly all actives have a fitted effect of over 55% in size
#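 Reporter activity after DNA damage by 5-fluorouridine is monitored. Compound-treated cells incubate 16 hr at 37 °C, then ONE-Glo is added for 30 min before luminescence reading.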
# Mito fusion yeast: inhibitors of mitochondrial division or activators of mitochondrial fusion; S. cerevisiae fusion-defective mutant growth rescue, CellTiterGlo 48 h; Potency, µM (highest dose often 46.1 µM), inactives show at the top dose growth rescue (activation), hits mostly activators; 320,000 tested, 0.23% active;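 note: potency is the fitted concentration of half-maximal effect; % of control where 0% means no effect; nearly all actives have a fitted effect of over 45% in size; temperature-sensitive fusion mutants such as fzo1-1 at 37 °C on non-fermentable ethanol glycerol medium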
#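 Yeast fusion mutant, YPEG (non-fermentable carbon), compound, 48 h at 37C non-permissive; CellTiterGlo added, 10 min RT, luminescence read. Rescued growth = division inhibition.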
# KCNH2 WT inh: inhibitors of human wildtype KCNH2 potassium channel; U2OS, BacMam KCNH2, thallium flux FluxOr; stronger effect = lower value; activity change, % at 1.84 µM; 340,000 tested, 0.37% active;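 active = maximum activity change below -70%; inconclusive = maximum activity change between -70% and -50%; inactive = maximum activity change above -50%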; note: % is set by controls: 0 for no effect and ±100 for the full control effect
#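 U2OS cells were transduced with wild-type KCNH2 virus (2.03 x 10^8 / mL) for 4 h at room temperature, then cultured overnight at 37 C. Thallium flux was read with FluxOr dye. Rate constants were normalized to DMSO controls.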
# Eya2 inh: blocks the phosphatase activity of human Eya2; O00167; 330,000 tested, 0.006% active; AID 488837; recombinant Eya2, OMFP fluorescence dephosphorylation (OMFP is methylfluorescein phosphate); Potency, µM (doses to about 76.9 µM), for the others: top-dose activity, negative = inhibition, actives largely listed as inhibitors; note: potency is the fitted concentration of half-maximal effect; % is set by controls: 0 for no effect and ±100 for the full control effect
#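 Eya2 (0.2 uM) preincubated 10 min at ambient with compound, then OMFP substrate added at 50 uM; 10 min reaction in 50 mM HEPES pH 7.5, 50 mM NaCl, 5 uM MgCl2, 0.05% BSA, 1 mM DTT. Fluorescence read at Ex 485/Em 525 nm.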
# TCR act: T cell receptor activation; primary human leukocytes, anti-CD3, IL-2 HTRF, 48 h; Potency, µM (series often up to 9.22 µM), without a hit: at the highest dose activation of IL-2 secretion, most hits filed as activators; 330,000 tested, under 10 active; AID 504894; note: % of control where 0% means no effect
#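 Primary human leukocytes incubated 48 hr with anti-CD3 beads plus compound, without co-stimulation. Secreted IL-2 measured by HTRF (europium cryptate/d2 anti-IL-2 pair, 320 nm excitation, 665 nm emission).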
# TRPV1 agonist: activates the human vanilloid receptor TRPV1; TRPV1-expressing cells, Fluo-8 calcium influx, agonist mode; activation, % at 8.33 µM; 320,000 tested, 0.19% active; in the data active = activation above about 80%; inconclusive = between about 30% and that limit; note: 0% is about no effect
#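 Fluo-8 calcium influx in TRPV1-expressing cells, kinetic read (ex 480/em 520 nm). Compound added and read 3 min for agonist activity, followed by capsaicin at EC20 final and 2 min further read for enhancement.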
# TSHR antagonist: antagonists of human thyroid stimulating hormone receptor; P16473; TSHR-expressing cells, TSH-stimulated cAMP HTRF, 2 h; stronger effect = lower value; activity change, negative = inhibition, % at 11.5 µM; 330,000 tested, 0.2% active;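 active = activity change below a set negative limit, meaning inhibition stronger than a set level, cut at about -70% in these data; inconclusive = activity change between two set negative limits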; note: % is set by controls: 0 for no effect and ±100 for the full control effect
# Target sequence (P16473 whole entry, looked up): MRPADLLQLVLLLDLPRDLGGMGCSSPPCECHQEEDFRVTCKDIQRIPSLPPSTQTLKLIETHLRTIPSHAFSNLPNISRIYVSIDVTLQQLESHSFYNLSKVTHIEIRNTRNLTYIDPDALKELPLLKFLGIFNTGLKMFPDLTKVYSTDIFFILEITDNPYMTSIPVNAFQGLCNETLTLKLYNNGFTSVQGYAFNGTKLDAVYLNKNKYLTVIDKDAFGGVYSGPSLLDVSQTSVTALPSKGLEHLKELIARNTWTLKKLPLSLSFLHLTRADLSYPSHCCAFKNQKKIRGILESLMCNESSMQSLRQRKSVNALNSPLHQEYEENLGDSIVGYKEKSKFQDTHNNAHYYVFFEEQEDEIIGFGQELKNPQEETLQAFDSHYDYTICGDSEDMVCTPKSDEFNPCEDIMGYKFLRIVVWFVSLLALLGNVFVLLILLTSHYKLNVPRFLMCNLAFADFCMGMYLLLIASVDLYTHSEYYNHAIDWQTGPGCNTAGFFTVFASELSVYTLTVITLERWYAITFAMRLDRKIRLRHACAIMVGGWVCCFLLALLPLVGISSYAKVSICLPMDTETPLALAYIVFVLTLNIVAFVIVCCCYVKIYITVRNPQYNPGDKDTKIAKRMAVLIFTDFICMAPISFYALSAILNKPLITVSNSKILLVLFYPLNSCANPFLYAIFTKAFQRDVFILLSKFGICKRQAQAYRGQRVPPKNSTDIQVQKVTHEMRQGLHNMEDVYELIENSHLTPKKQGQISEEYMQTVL
#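 Freshly harvested TSHR cells receive pin-tooled compound, then EC80 TSH at 4nM final. After 2 hours at 37 deg C, antibody in lysis buffer and cAMP-d2 are added; 30 minutes at ambient temperature precede the HTRF read.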
# USP2a inh: blocks human ubiquitin-specific protease USP2a. USP2 core, Ub-CHOP2 coupled fluorogenic reporter, 485/531. Potency, µM (titrated, usually from 38.3 µM), for the others: at the highest dose activity change, negative = inhibition, actives largely listed as inhibitors. 330,000 tested, 0.01% active. O75604. AID 463254;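 note: potency is the fitted concentration of half-maximal effect; plate controls were DMSO wells for no effect and full inhibition by NEM control for full effect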
#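 Deubiquitinase activity read as fluorescence (485/531 nm) after Ub-CHOP2 cleavage activates the enterokinase reporter on its substrate; USP2 core 10nM, Ub-CHOP2 and substrate 25nM each, 30min compound preincubation then 60min RT; data normalized to NEM, curves fitted.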
# * hit, by the source's call; u = inconclusive; x = no result given; & = joins results of further samples; [ ] = remark or other dose. Unless noted, calls come from the whole dose curve; as a rule, active = well fitted curve in the direction sought with a large enough effect; inconclusive = small, poorly fitted or top-dose-only effect, or another doubt; inactive = no such curve, though single readings can be large; an effect the other way counts as inactive or inconclusive. Some of the compounds tested (hit frequency here may not be typical).
SMILES,KCNH2 3.1 inh,A-T KAP1 phos,ELG1 DNA repair,Mito fusion yeast,KCNH2 WT inh,Eya2 inh,TCR act,TRPV1 agonist,TSHR antagonist,USP2a inh
COC(=O)C1=C(C)N(Cc2ccccc2)C(=NCc2cccc(Cl)c2)N[C@H]1c1ccccc1,-3,1%&-7%&3%,8%,-1%&2%,2,u,-164%,3&4,8&4&15,3%&-4%&0%
O=C(NCc1nnc(SCC(=O)N2CCCC2)o1)c1c(F)cccc1F,-4,-2%,-1%,4%,4,-5%,-2%,1,-5,2%
Cc1cc(C)nc(SCC(=O)Nc2ccc(S(=O)(=O)NCCO)cc2)n1,-2,-2%,-1%,3%,1,11%,-3%,0,5,8%
O=C1NC(=O)/C(=C\c2ccccc2OCc2ccc([N+](=O)[O-])cc2)N1,9,-3%,u,-1%,4,-1%,-1%[46.1 µM],6,-11,-2%
CC(C)N1CN(c2ccccc2)C(=S)N(c2ccccc2)C1,-8,3%,u,-3%,-2,0%,2%,2,1,4%
CC1CCCN(C(=O)c2cc3c(=O)n4ccccc4nc3s2)C1 (configuration not stated),14,2%,u,9%,-7,15%,-3%,5,12,0%
COc1ccc(C(=O)COC(=O)COc2ccc(C)c(C)c2)cc1,-4,-3%,0%,28%,-8,-10%,0%[46.1 µM],4,3,2%
CCOC(=O)N1CCN(C(=O)CS(=O)Cc2nc(-c3ccc(OC)c(OC)c3)oc2C)CC1 (configuration not stated),-15,-3%,10%,-1%,-7,8%,2%,-3,-5,4%
O=S(=O)(c1ccc(NC(=S)N/N=C/c2cccc(Oc3ccccc3)c2)cc1)N1CCOCC1,-12,-9%,-1%,6%,-1,5%,-2%,-2,-4,-10%
Cc1ccc(C)n1NC(=O)c1ccc(Cl)cc1,4,-3%,0%,7%,3,10%,-3%,-2,0,5%
CC(=O)N/N=C(\C)c1cccc(C(F)(F)F)c1,17,1%,-13%,1%,17,-29%,-1%,0,1,8%
COC(=O)c1ccc(Cc2ccc(C(=O)OC)o2)o1,-2,8%,-10%,-2%,-23,11%,-3%,-1,3,2%
O=C(CSc1ccc(F)cc1)Nc1ccc(N2CCOCC2)cc1,0,11%,2%,-2%,-3,4%,-3%,19,1,-2%
Cc1ccc(S(=O)(=O)N(C)CC(O)Cn2c3ccccc3c3ccccc32)cc1 (configuration not stated),-3,-4%,-7%,u,25,-5%,-4%,14,0,-1%
Cc1cc(NC(=O)CSc2nc(=O)n(CCCN(C)C)c3c2CCCC3)no1,10,0%,14%,-6%,0,4%,2%,3,-3,2%
COc1ccc(C(=O)COC(=O)Cn2cnc3ccccc3c2=O)c(OC)c1,17,0%,5%,-12%,-2,-5%,-4%,0,4,-1%
O=C(CN1CCN(Cc2ccccc2)C1=O)NCc1cccs1,20,7%,13%,0%,-10,1%,-2%,2,1,-2%
O=C(CN1C(=O)CNC1=O)Nc1cc(Cl)cc(Cl)c1,-15,6%,8%,x,-6,4%,2%[46.1 µM],x,-6,3%
COc1ccc(/C=C(\NC(=O)c2cccs2)C(=O)NN)cc1OC,9,6%,16%,3%,3,5%,-5%,-3,-3,0%
COc1ccc(N2CCN(C(=O)c3ccc(NS(=O)(=O)c4ccc(F)c(F)c4)cc3)CC2)cc1,-5,1%,3%,-1%,15,-8%,-3%,-3,-17,-1%
COc1cccc(C2CC(c3ccccc3)=NN2S(=O)(=O)c2ccccc2)c1OC (configuration not stated),11,-2%,-10%,5%,0,-2%,2%,11,20,1%
COc1ccc(NC2=NCC(=O)N2Cc2cccs2)cc1,3,10%,9%,0%,-5,2%,1%,-1,1,0%
COC(=O)Cc1ccc(NC(=S)N2CCN(c3cc(Cl)ccc3C)CC2)cc1,19,-1%[11.5 µM],u,-6%,-5,2%,7%,0,-19,3%
CCOc1ccc(Nc2oc(Cc3ccccc3)nc2C#N)cc1,-1,-7%,-19%,u,10,-12%,2%,14,1,2%
Cc1ccc(C(=O)NCCNc2ccc([N+](=O)[O-])cc2C(F)(F)F)cc1,-5,x,-9%,18%,-1,-7%,2%[46.1 µM],-2,22,1%

# Five structures from above, arranged by SMILES length, ascending:
SMILES,KCNH2 3.1 inh,A-T KAP1 phos,ELG1 DNA repair,Mito fusion yeast,KCNH2 WT inh,Eya2 inh,TCR act,TRPV1 agonist,TSHR antagonist,USP2a inh
COC(=O)c1ccc(Cc2ccc(C(=O)OC)o2)o1,-2,8%,-10%,-2%,-23,11%,-3%,-1,3,2%
O=C(CN1C(=O)CNC1=O)Nc1cc(Cl)cc(Cl)c1,-15,6%,8%,x,-6,4%,2%[46.1 µM],x,-6,3%
CC(C)N1CN(c2ccccc2)C(=S)N(c2ccccc2)C1,-8,3%,u,-3%,-2,0%,2%,2,1,4%
O=C(NCc1nnc(SCC(=O)N2CCCC2)o1)c1c(F)cccc1F,-4,-2%,-1%,4%,4,-5%,-2%,1,-5,2%
O=C1NC(=O)/C(=C\c2ccccc2OCc2ccc([N+](=O)[O-])cc2)N1,9,-3%,u,-1%,4,-1%,-1%[46.1 µM],6,-11,-2%

# Additional results follow:
SMILES,KCNH2 3.1 inh,A-T KAP1 phos,ELG1 DNA repair,Mito fusion yeast,KCNH2 WT inh,Eya2 inh,TCR act,TRPV1 agonist,TSHR antagonist,USP2a inh
CCOC(=O)CSc1nc2cc(OC)ccc2cc1C#N,-4,3%,u,6%,-2,16%,0%,2,2,0%
CCCOc1ccccc1N1C(=O)CC(N2CCOCC2)C1=O (configuration not stated),-12,1%,u,-7%,26,-23%,-3%,0,6,1%
O=c1c2ccc([N+](=O)[O-])cc2ncn1Cc1ccccc1C(F)(F)F,-38,-4%,5%,-2%,-3,11%,0%,0,-2,6%
CCCCC(CC)CNC(=O)C(Cc1ccccc1)NS(=O)(=O)c1ccc2c(c1)CCC(=O)N2 (configuration not stated),-24,-4%,-14%,19%,-4,1%,-1%,-1,-11,3%
O=C(NC1CCN(Cc2ccccc2)CC1)c1cn(-c2ccccc2)nc1-c1cccnc1,-13,2%,-13%,2%,30,14%,1%,-1,6,1%
COc1cccc(/C=N/n2c(N)c(S(=O)(=O)c3cccs3)c3nc4ccccc4nc32)c1,-5,0%,u,2%,-2,5%,21%,0,-2,3%
CCOC(=O)CC1C(=O)NCCN1C(=O)c1ccc(C)cc1 (configuration not stated),-2,-15%,10%,-7%,9,-5%,-1%,-1,-4,6%
O=C(CNC(=O)c1ccc(F)cc1)NCc1ccc(S(=O)(=O)N2CCOCC2)cc1,3,-8%,5%,-10%,-4,19%,3%,-3,-6,-1%
COc1cccc(C(=O)N2c3cc(C)ccc3OCC2C(C)(C)C)c1 (configuration not stated),5,9%,-2%,30%,17,-1%,7%,-4,10,0%
Cc1ccc2nsnc2c1NC(=S)NC(=O)c1ccco1,5,2%,9%,-10%,-8,-10%,5%[46.1 µM],-7,-5,-3%
Clc1ccc(Cl)c(OCCCCNCc2ccccc2)c1,-93*,5%,-6%,0%,1,5%,0%[46.1 µM],3,4,3%
C[C@H](NC(=O)c1nc[nH]c1C(=O)NCC(=O)OCc1ccccc1)C(=O)OCc1ccccc1,1,-4%,-22%,-2%,2,9%,3%,1,-31,1%
Cn1ncc2c(Nc3ccc([N+](=O)[O-])cc3)nc(Cl)nc21,-5,-3%,-14%,1%,-5,15%,0%,0,-13,0%
O=C(c1ccc2c(=O)n(Cc3ccccc3Cl)c(=S)[nH]c2c1)N1CCCC1,-11,11%,2%,-5%,2,2%,-5%,0,-2,2%
C#CCOCCOCCOCCNc1nc(N2CCN(C(=O)CCCCCCCCCCNC(=O)[C@H]([C@@H](C)CC)n3cc(CCCCN=C(N)N)nn3)CC2)nc(N2CCN(C(=O)CCCCCCCCCCNC(=O)[C@@H]([C@H](C)O)n3cc(C)nn3)CC2)n1,x,7%,u,-11%,x,-8%,-4%,-3,-7,-25%
Cc1ccc([N+](=O)[O-])cc1NC(=O)C(C)Sc1nnc(C)n1CC1CCCO1 (configuration not stated),6,-2%,-3%,8%,-4,12%,-7%,-1,1,0%
O=C(NCCOc1cccc(Oc2ccccc2)c1)c1cc(-n2cnnc2)ccc1Cl,-7,3%,u,-7%,22,-19%,4%,26,-2,-1%
CCn1c(SCC(=O)Nc2nccs2)nnc1-c1ccco1,10,4%,13%,3%,30,0%,-2%,u,5,1%
OCC[C@H]1C[C@@H](O)[C@H](O)[C@]2(OCCc3ccccc32)O1,11,-2%,9%,-4%,-27,6%,3%,-6,-6,-2%
Cc1c(Br)c([N+](=O)[O-])nn1CC(=O)Nc1ccc(C(C)C)cc1,-19,0%,u,3%,-5,0%,9%,1,-7,-2%
CCc1nnc(NC(=O)c2ccc(N3C(=O)CCC3=O)cc2)s1,10,3%,u,3%,-15,-1%,-3%,-2,6,2%
COc1ccc(NS(=O)(=O)c2cn(C)cn2)cc1Cl,5,-1%,u,x,-7,14%,-3%,6,-142*,-3%
COc1ccccc1-c1cc2ccccc2[nH]1,-22,6%,u,6%,-9,-8%,3%[46.1 µM],0,-1,-1%

# Source: PubChem
